High-throughput results from PubChem BioAssay.
POLH inh: qHTS for Inhibitors of Polymerase Eta; Potency, µM (titrated, usually from 114 µM), without a hit: at the top dose activity change, negative = inhibition, usual class: inhibitors; DNA polymerase eta (Homo sapiens), Q9Y253; AID 588591, 2011; recombinant Pol eta, fluorescent DNA replication assay; 390,000 compounds, 1.2% hits; note: potency is the fitted concentration of half-maximal effect; % is set by controls: 0 for no effect and ±100 for the full control effect
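Pol eta at 10 nM preincubated with compounds 15 min at room temperature; reaction started with fluorescent substrate (50 nM final) and read kinetically at 0 and 10 min.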
12-LOX inh: Primary qHTS assay for inhibitors of human arachidonate 12S-lipoxygenase (ALOX12): Round 2; AID 1671190, 2021; purified 12hLO, xylenol orange hydroperoxide absorbance; Potency, µM (doses to about 108 µM), for the others: at the top dose activity change, negative = inhibition, usual class: inhibitors; Polyunsaturated fatty acid lipoxygenase ALOX12 (Homo sapiens), P18054; 580,000 compounds, 1.1% hits; note: potency is the fitted concentration of half-maximal effect; % is set by controls: 0 for no effect and ±100 for the full control effect
Target sequence (P18054 whole entry, looked up): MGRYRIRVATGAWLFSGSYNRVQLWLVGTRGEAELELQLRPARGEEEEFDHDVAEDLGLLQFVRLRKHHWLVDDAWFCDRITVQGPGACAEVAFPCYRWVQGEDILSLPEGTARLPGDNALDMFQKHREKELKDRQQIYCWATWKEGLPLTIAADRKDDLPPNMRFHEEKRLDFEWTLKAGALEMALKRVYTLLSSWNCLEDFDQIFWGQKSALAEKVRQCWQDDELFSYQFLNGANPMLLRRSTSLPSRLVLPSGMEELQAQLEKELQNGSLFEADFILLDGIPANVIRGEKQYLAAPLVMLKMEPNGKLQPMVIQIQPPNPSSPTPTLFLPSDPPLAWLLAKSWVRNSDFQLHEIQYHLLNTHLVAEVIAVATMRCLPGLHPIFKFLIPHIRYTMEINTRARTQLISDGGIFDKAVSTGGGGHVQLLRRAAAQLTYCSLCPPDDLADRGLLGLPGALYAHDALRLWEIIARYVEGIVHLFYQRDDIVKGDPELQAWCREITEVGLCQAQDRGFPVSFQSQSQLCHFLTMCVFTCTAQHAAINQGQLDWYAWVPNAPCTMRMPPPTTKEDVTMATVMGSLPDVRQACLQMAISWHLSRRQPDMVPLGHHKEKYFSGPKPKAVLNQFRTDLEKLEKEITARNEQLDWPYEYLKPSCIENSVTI
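Purified human 12hLO (150 nM final) in 25 mM Hepes, 0.01% Triton X-100, pH 7.0 was preincubated 15 min at room temperature with compound. Then 40 uM arachidonic acid was added, 30 min. Hydroperoxide was read by Fe-XO absorbance ratio 573/405 nm.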
ERG Ets-DNA blk: qHTS for Small Molecule Inhibitors of the ERG Ets/DNA interaction; Transcriptional regulator ERG (Homo sapiens), P11308; fluorescence polarization, His-ERG Ets domain / labelled DNA; Potency, µM (doses to about 76.9 µM), without a hit: at the top dose FP activity, negative = inhibition, usual class: inhibitors; 370,000 compounds, 0.028% hits; active = well fitted inhibition curve with a large enough effect in the polarisation, with a control signal flat; inconclusive = small, poorly fitted or top-dose-only effect, or effect the other way, or a change in a side signal; inactive = no such curve, though single readings can be large or run the other way; the % refers to the polarisation;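 note: polarization taken with two DNA probes labelled with fluorescein and Texas red; potency is the fitted concentration of half-maximal effect; % of control where 0% means no effect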
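His-tagged ERG Ets domain (1 uM in the protein solution; 300mM KCl, 50mM Tris-HCl, 1mM EDTA, 1mM DTT, pH 7.5) received compound, then a probe mix of 5 nM fluorescein-DNA and 100nM Texas-615-DNA. Fluorescence polarization was read for both dyes.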
POLB inh: qHTS Assay for Inhibitors of DNA Polymerase Beta | P06746 | Pol beta primer extension/strand displacement, fluorescence kinetic | Potency, µM (doses to about 114 µM), inactives show at the highest dose activity change, negative = inhibition, actives largely listed as inhibitors | 340,000 compounds, 1.3% hits; note: potency is the fitted concentration of half-maximal effect; % is set by controls: 0 for no effect and ±100 for the full control effect
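Curves were derived by four-parameter Hill fits of normalized qHTS data. The kinetic fluorescent primer-extension read was taken at 0 and 10 min after 50 nM substrate, following a 15 min room-temperature preincubation of 10 nM enzyme with compounds.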
LDHA inh: qHTS assay for inhibitors of human lactate dehydrogenase; L-lactate dehydrogenase A chain (Homo sapiens), P00338; 480,000 compounds, 0.15% hits; AID 1347041, 2019; purified LDHA, NADH/diaphorase-resazurin fluorescence; stronger effect = lower value; activity change, % (values are at about 110 or 230 µM); in the data active = activity change below about -30%; inconclusive = mostly about -25% to -30%;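 note: plate controls were DMSO wells for no effect and wells without enzyme for full effect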
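Enzyme activity of human lactate dehydrogenase 5 (2 nM; 0.06 mM NADH, 0.2 mM pyruvate, 5 min, RT) is measured via a resazurin/diaphorase fluorescence readout of residual NADH.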
Anesthetic bind: qHTS Assay for Identification of Novel General Anesthetics | Ferritin light chain (Equus caballus), P02791 | apoferritin/1-aminoanthracene competitive binding, fluorescence | Potency, µM (series often up to 77.5 µM), for inactives: at the highest dose activity change, negative = displacement, most hits filed as inhibitors | 350,000 compounds, 0.074% hits | AID 485281, 2010; note: potency is the fitted concentration of half-maximal effect; % is set by controls: 0 for no effect and ±100 for the full control effect; nearly all actives have a fitted effect of over 20% in size
Target sequence (P02791 2-175 limits assumed): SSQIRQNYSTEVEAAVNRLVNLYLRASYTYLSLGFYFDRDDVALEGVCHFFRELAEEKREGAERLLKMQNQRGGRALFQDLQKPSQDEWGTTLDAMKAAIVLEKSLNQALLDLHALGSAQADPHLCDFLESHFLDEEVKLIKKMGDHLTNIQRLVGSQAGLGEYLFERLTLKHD
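Steps: apoferritin (10 uM) was premixed with half-saturated 1-AMA in PBS, compounds were pin-transferred, plates stood 10 min at room temperature, fluorescence was read at 380/535 nm, and curves were fitted with a Hill equation.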
POLK inh: qHTS for Inhibitors of Polymerase Kappa; Potency, µM (titrated, usually from 107 µM), inactives show top-dose activity, negative = inhibition, actives largely listed as inhibitors; DNA polymerase kappa (Homo sapiens), Q9UBT6; 400,000 compounds, 0.53% hits; AID 588579, 2011; purified Pol kappa, fluorescent DNA synthesis assay, 10 min; note: potency is the fitted concentration of half-maximal effect; % is set by controls: 0 for no effect and ±100 for the full control effect
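Activity was followed as the change in fluorescence between reads at 0 and 10 min after starting the reaction with 50 nM substrate. Beforehand, 10 nM polymerase had been preincubated with compound for 15 min at room temperature.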
RGS4 inh: Inhibitors of Regulator of G Protein Signaling (RGS) 4: qHTS | Regulator of G-protein signaling 4 (Homo sapiens), P49798 | Transcreener GDP fluorescence polarization, RGS4-accelerated GTP hydrolysis | Potency, µM (series often up to 114 µM), without a hit: top-dose activity change, negative = inhibition, actives largely listed as inhibitors | 390,000 compounds, 0.039% hits; note: potency is the fitted concentration of half-maximal effect; % is set by controls: 0 for no effect and ±100 for the full control effect; nearly all actives have a fitted effect of over 75% in size; some results filed as inactive show a strong effect at the top dose
Target sequence (P49798 whole entry, looked up): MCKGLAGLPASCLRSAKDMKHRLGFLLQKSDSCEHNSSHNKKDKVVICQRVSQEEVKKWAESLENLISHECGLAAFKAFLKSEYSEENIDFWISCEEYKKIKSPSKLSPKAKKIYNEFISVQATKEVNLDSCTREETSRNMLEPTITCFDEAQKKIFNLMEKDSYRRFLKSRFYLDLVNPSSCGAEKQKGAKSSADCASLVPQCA
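MLSMR compounds (23 nl, pin-transferred) preincubated 10 min at room temperature with a 500nM (2x) first reagent, then RGS4 at 900nM (2x) plus Transcreener GDP mix added; fluorescence polarization (620/688 nm) read before and after 90 min at 30 °C.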
APEX1 inh: qHTS Assay for Inhibitors of the Human Apurinic/apyrimidinic Endonuclease 1 (APE1); DNA repair nuclease/redox regulator APEX1 (Homo sapiens), P27695; recombinant APE1, TAMRA/BHQ-2 abasic DNA cleavage fluorescence; Potency, µM (titrated, usually from 65.8 µM), inactives show at the top dose activity change, negative = inhibition, actives largely listed as inhibitors; 350,000 compounds, 0.35% hits; AID 2517, 2012;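 note: potency is the fitted concentration of half-maximal effect; plate controls were vehicle for no effect and reference inhibitor for full effect; nearly all actives have a fitted effect of over 55% in size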
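Activity was derived from the fluorescence gain between first and third kinetic reads (60 s intervals, ex 525/em 598 nm) after 50 nM THF-abasic TAMRA/BHQ-2 duplex was added to 0.75 nM APE1 preincubated 15 min with compound.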
Numbers without * were called inactive; ? = inconclusive; . = not tested or not shown; [ ] = remark or other dose. Unless noted, calls come from the whole dose curve; as a rule, active = well fitted curve in the direction sought with a large enough effect; inconclusive = small, poorly fitted or top-dose-only effect, or another doubt; inactive = no such curve, though single readings can be large; an effect the other way counts as inactive or inconclusive. This is a subset, so the mix of outcomes need not match the whole.

SMILES	POLH inh	12-LOX inh	ERG Ets-DNA blk	POLB inh	LDHA inh	Anesthetic bind	POLK inh	RGS4 inh	APEX1 inh
CC1CC(C)CN(CCCNC(=O)CCNC(=O)Cn2cnc3ccccc3c2=O)C1 (centres undefined)	-9.5%	2.1%	0.4%	31.5%	-1.5	2.4%	-23.1%	-7.4%	5.1%
COc1ccccc1CC(=O)Nc1cccc(C)n1	-18.6%	384.0%[activator]	-5.0%	-28.6%	0.3	-8.5%	-8.6%	-7.6%	1.5%
O=C1NCCCN1Cc1ccc(Cl)cc1	-1.5%	25.0%	0.4%	-17.9%	-7.6	16.5%	-6.1%	15.9%	46.0%
Cc1ccccc1C(=O)Nc1ccc2c(c1)OCCO2	-16.6%	0.0%	-4.4%	4.7%	-3.6	-8.0%	-7.0%	5.5%	23.0%
Cc1c(NC(=O)c2nc3ccccc3n(C)c2=O)cccc1[N+](=O)[O-]	-9.9%	-11.3%	4.1%	20.3%	4.6	-5.4%	11.4%	-16.7%	.
CCCOC(=O)c1ccc(NC(=O)Cn2nnc3sc4c(c3c2=O)CCC(C(C)(C)C)C4)cc1 (centres undefined)	.	-29.9%	-1.2%	-0.1%	-4.4	-18.9%	1.5%	12.9%	.
COC(=O)c1c(-c2cccs2)csc1NC(=O)c1cccc(Cl)c1	-10.6%	6.5%	3.9%	6.3%	-1.2	1.4%	-13.7%	?	.
Cn1c(CCNC(=O)c2ccccc2F)nnc1SCc1nc2ccccc2c(=O)[nH]1	4.6%	0.8%	2.3%	-1.3%	-7.1	-6.1%	-6.8%	4.5%	0.6%
CCCCn1nnc(NC(=O)Cc2ccc(Cl)cc2)n1	-17.9%	-3.7%	1.2%	-3.2%	0.2	-12.1%	4.8%	-2.5%	1.6%
COc1ccc2cc(CN(C(=O)Nc3ccccc3OC)C3CCCC3)c(=O)[nH]c2c1	-7.8%	0.0%	-4.5%	1.5%	2.0	?	-11.9%	30.6%	-5.8%
CCN1CCc2c(sc(NC(=O)C3CCCCC3)c2C(=O)OC)C1	-5.1%	36.5%[activator]	1.3%	-0.8%	-2.2	?	-12.0%	10.7%	-11.5%
Cc1cc(C)n(CC(=O)NCc2ccccc2)c(=O)c1C#N	8.4%	6.1%	-1.5%	-1.8%	-12.5	-4.1%	-15.0%	19.8%	32.9%
O=C(O)CCN1C(=O)c2ccc(NC(=O)Cc3ccc(Cl)cc3)cc2C1=O	-11.9%	2.8%	-7.5%	-7.0%	-3.6	10.6%	4.4%	-14.7%	-0.2%
CCOC(=O)CNC(=O)C1Cc2ccccc2CN1S(=O)(=O)c1cccs1 (centres undefined)	-6.4%	-13.9%	7.8%	-0.7%	-8.0	-0.4%	-3.2%	7.2%	-1.6%
COc1ccccc1NC(=O)Cc1nnc(SCC(=O)NC2CCCCC2C)n1C (centres undefined)	-1.3%	-23.6%	0.2%	-16.0%	-5.1	-5.8%	2.5%	4.3%	35.4%
CC(CN(C)Cc1nc(Cc2cccc(C(F)(F)F)c2)no1)CN1CCCC1 (centres undefined)	-22.5%	-1.7%	10.1%	-29.2%	1.4	-15.0%	-1.9%	-6.0%	2.0%
Cc1csc2nc(CNS(=O)(=O)c3ccc4c(c3)CCCC4)cn12	-9.2%	28.4%	6.0%	2.4%	4.4	4.2%	9.9%	-28.0%	-3.8%
Cc1ccc(C)n1-c1ncn[nH]1	-16.1%	-0.6%	-11.1%	1.7%	2.8	-3.5%	-1.9%	-20.3%	4.3%
Cc1ccccc1OCC(=O)N/N=C/c1ccco1	4.6%	19.2%	4.3%	0.1%	-0.7	-13.4%	-17.2%	21.7%	-0.8%
CC1CN(c2ccccc2)CCN1Cc1nc(Cc2ccccc2)no1 (centres undefined)	-20.8%	0.6%	13.7%	2.6%	-5.0	-12.1%	-2.3%	6.0%	1.1%
CCCC[C@@H]1CNCCN1CCCc1cc(OC)c(OC)c(OC)c1	-6.8%	-8.9%	-0.2%	.	-1.2	.	3.6%	-9.6%	-40.1%
CCCc1nc2sc3c(SCC(=O)NCc4ccco4)ncnc3c2c2c1CCC2	14.1µM*	21.0%	-2.3%	10µM*	0.3	?	28.2µM*	?	?
COc1ccc(N2CCOCC2)c(NC(=O)c2cccnc2)c1	-6.2%	448.7%[activator]	14.9%	?	-1.9	-12.0%	1.0%	-25.0%	-6.6%
CC(C)N1CC(C(=O)O)CC1=O (centres undefined)	-3.5%	-27.9%	.	17.7%	-6.6	-16.8%	-9.3%	2.8%	15.2%
CC(=O)NC1CC2CCCC(C1)N2C(=O)Nc1cccc(C(C)=O)c1 (centres undefined)	0.3%	8.8%	-6.6%	.	-7.6	.	-9.4%	27.7%	.
O=C(CSc1nc2ccccc2o1)Nc1nc2c(s1)CCCC2	-6.6%	10.2%	?	.	-1.6	.	-21.1%	-9.8%	.
COCCn1c(-c2ccc(C)cc2)nc2c(c(=O)c3ccccc3n2C)c1=O	0.1%	6.4%	6.9%	.	0.6	.	9.7%	12.4%	.
Cc1nn(C)cc1CNC(=O)C1C2CCC(C2)C1C(=O)O (centres undefined)	.	7.9%	.	10.0%	.	-2.3%	.	.	19.3%
CN(CC(=O)Nc1ccccc1Cl)C(=O)COC(=O)/C=C/c1cccc(C(F)(F)F)c1	-14.6%	?	-8.1%	.	-2.7	.	-5.8%	-18.4%	17.9%
CCc1nn(CC(=O)N2CCC(C(N)=O)CC2)c(=O)c2cc3occc3n12	-6.8%	-21.4%	-7.0%	?	-4.0	-6.1%	0.0%	-7.8%	42.4%

POLK inh: hit marks shown above
SMILES	POLH inh	12-LOX inh	ERG Ets-DNA blk	LDHA inh	Anesthetic bind	POLK inh	RGS4 inh	APEX1 inh
CCCc1nc2sc3c(SCC(=O)NCc4ccco4)ncnc3c2c2c1CCC2	14.1µM*	21.0%	-2.3%	0.3	?	28.2µM*	?	?

Further entries:
SMILES	POLH inh	12-LOX inh	ERG Ets-DNA blk	POLB inh	LDHA inh	Anesthetic bind	POLK inh	RGS4 inh	APEX1 inh
Cc1ccc(CN2CCN(Cc3ccccc3)C(CCO)C2)s1 (centres undefined)	-0.9%	-4.6%	-12.5%	41.7%[activator]	-3.9	-5.2%	-8.3%[60.1 µM]	-7.6%	-2.3%
CCCC(=O)Nc1cccc(Oc2ccc3c(c2)C(=O)NC3=O)c1	-11.1%	17.2%	4.6%	20.7%	-2.1	-9.5%	4.4%	0.7%	-7.1%
CSCC[C@H](NC(=O)c1cccc(S(=O)(=O)N2CCCCCC2)c1)c1nc2ccccc2[nH]1	-14.7%	2.1%	-0.6%	.	-3.6	.	2.2%	-3.9%	-9.2%
CCN(CC)CCn1c(=N)n(CC(O)COc2ccccc2)c2ccccc21 (centres undefined)	-23.1%	-8.6%	-9.4%	-3.5%	-7.2	27.8%	2.7%	-1.8%	17.0%
CC(=O)c1c(C)c2c(n1CCN(C)C)CCCC2	-16.3%	0.0%	1.2%	-0.7%	-4.8	-13.1%	-12.9%	-23.1%	15.3%
Cc1cc(N)n2nc(-c3ccc(C(C)(C)C)cc3)cc2n1	-19.4%	-3.0%	-7.0%	-4.6%	0.3	?	-11.0%	?	0.4%
O=C(CSc1nc2ncccc2[nH]1)Nc1c(F)cc(F)cc1Br	0.1%	5.1%	13.2%	87.9%	1.8	-0.5%	4.9%	-3.0%	10.4%
Cc1ccc2c(c1)c1c(c(=O)n(-c3cccc(Cl)c3)c(=O)n1CC(=O)Nc1c(C)cccc1C)n2C	-16.3%	-18.1%	-1.7%	10.9%	-9.0	4.8%	-11.4%	8.2%	.
Cc1ccc(C(=O)COC(=O)CNS(=O)(=O)c2ccccc2)cc1[N+](=O)[O-]	0.9%	0.0%	1.6%	8.3%	-5.2	-22.8%	-6.1%	5.5%	-5.7%
COc1ccc(S(=O)(=O)NCCSCc2ccccc2C)cc1Br	-17.4%	?	2.0%	0.6%	-11.8	113.5%[activator]	-4.4%	-28.7%	-2.5%
COC(=O)c1c(C)[nH]c(C(=O)/C=C/c2ccccc2)c1C	-9.2%	-16.1%	.	17.4%	-4.0	-1.0%	-14.8%	-1.2%	14.8%

Gathered by group, the compounds so far containing a tert-butyl group (2)
SMILES	POLH inh	12-LOX inh	ERG Ets-DNA blk	POLB inh	LDHA inh	Anesthetic bind	POLK inh	RGS4 inh	APEX1 inh
CCCOC(=O)c1ccc(NC(=O)Cn2nnc3sc4c(c3c2=O)CCC(C(C)(C)C)C4)cc1 (centres undefined)	.	-29.9%	-1.2%	-0.1%	-4.4	-18.9%	1.5%	12.9%	.
Cc1cc(N)n2nc(-c3ccc(C(C)(C)C)cc3)cc2n1	-19.4%	-3.0%	-7.0%	-4.6%	0.3	?	-11.0%	?	0.4%
